GAA inh: qHTS Assay for Inhibitors of Human alpha-Glucosidase as a Potential Chaperone Treatment of Pompe Disease; Lysosomal alpha-glucosidase (Homo sapiens), P10253; purified human GAA, 4-MU-alpha-glucoside fluorescence; Potency, µM (doses to about 76.9 µM), for the others: at the highest dose activity change, negative = inhibition, most hits filed as inhibitors; 0.005% of 200,000 active;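 further: plate controls were uninhibited enzyme wells for no effect and no-enzyme background for full effect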
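AC50 values come from Hill fits of compound titrations (up to 77 uM) against 4 nM human enzyme. Substrate 4-methylumbelliferyl-alpha-D-pyranoside at 400 uM, pH 5.0 citrate buffer, 20 min room temperature; fluorescence Ex 365/Em 440 after alkaline stop.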
Epigenetic derep: Quantitative High-Throughput Screen for Regulators of Epigenetic Control | 0.2% of 280,000 active | murine LDR cells, GFP reporter derepression, 30 h | AID 1865, 2009 | Potency, µM (series often up to 53.9 µM), for inactives: at the highest dose GFP activation, most hits filed as activators; further: % of control where 0% means no effect; nearly all actives have a fitted effect of over 60% in size
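Readout is the number of GFP-expressing murine LDR cells, counted by cytometry following washing. Cells were treated with compound for 30 h at 37 C; the stably integrated CMV-GFP locus is normally silent.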
NPSR antagonist: qHTS Assay for Antagonists of the Neuropeptide S Receptor: cAMP Signal Transduction | 1% of 220,000 active | Q6W5P4 | Potency, µM (titrated, usually from 38.3 µM), for inactives: at the highest dose activity change, negative = inhibition, usual class: inhibitors | CHO-NPSR cells, cAMP TR-FRET, antagonist mode; further: on the % scale 0 is the no-effect control and ±100 the full control effect; nearly all actives have a fitted effect of over 50% in size; many of its hits are not listed in these tables
aGlu spleen mod: qHTS Assay for Inhibitors and Activators of Human alpha-Glucosidase From Spleen Homogenate; 0.006% of 240,000 active; Lysosomal alpha-glucosidase (Homo sapiens), P10253; Potency, µM (highest dose often 79.9 µM), without a hit: at the top dose activity change, negative = inhibition, hits mostly inhibitors; human spleen homogenate, 4-MU-alpha-glucoside fluorescence;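 further: 0% = enzyme with vehicle and -100% = no enzyme basal signal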
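Compounds were titrated against alpha-glucosidase in spleen homogenate at pH 5.0, with 1 mM 4-methylumbelliferyl substrate for 40 min at 37 C. Reactions were quenched with pH 10 NaOH/glycine and fluorescence measured.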
aGal spleen mod: qHTS Assay for Inhibitors and Activators of Human alpha-Galactosidase From Spleen Homogenate; Alpha-galactosidase A (Homo sapiens), P06280; human spleen homogenate, 4MU-alpha-Gal fluorescence, 40 min; Potency, µM (highest dose often 80 µM), for inactives: top-dose activity change, negative = inhibition, most hits filed as inhibitors; 0.008% of 240,000 active; AID 2107, 2009;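 further: 0% = enzyme with vehicle and -100% = no enzyme basal signal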
Target sequence (P06280 32-429 limits assumed): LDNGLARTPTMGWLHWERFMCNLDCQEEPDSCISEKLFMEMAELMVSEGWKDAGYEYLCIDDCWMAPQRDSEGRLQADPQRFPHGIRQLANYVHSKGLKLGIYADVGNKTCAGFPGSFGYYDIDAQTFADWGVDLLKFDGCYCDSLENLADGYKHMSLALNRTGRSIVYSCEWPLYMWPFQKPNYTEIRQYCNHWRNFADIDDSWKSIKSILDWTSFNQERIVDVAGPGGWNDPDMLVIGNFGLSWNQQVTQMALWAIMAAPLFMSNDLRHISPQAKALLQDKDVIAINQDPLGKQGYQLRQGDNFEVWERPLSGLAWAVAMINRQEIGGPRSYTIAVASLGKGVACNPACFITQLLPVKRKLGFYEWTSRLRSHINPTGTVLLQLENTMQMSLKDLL
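Spleen homogenate 1 ug + cpd (titration) + 4-MU-alpha-D-galactopyranoside 1 mM; 37C 40 min; 50 mM citrate/phosphate pH 5.0, 0.01% Tween-20; stop pH 10; fluorescence 365/440; AC50 via Hill.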
ALDH1A1 inh: qHTS Assay for Inhibitors of Aldehyde Dehydrogenase 1 (ALDH1A1); AID 1030, 2008; 7.3% of 220,000 active; Purified ALDH1A1, NADH fluorescence, propionaldehyde substrate; Potency, µM (highest dose often 75.3 µM), without a hit: top-dose activity, negative = inhibition, usual class: inhibitors; active means well fitted inhibition curve with a large enough effect, not every such curve was filed as active; inconclusive means small, poorly fitted or top-dose-only effect, or another doubt; inactive means no such curve, though single readings can be large or run the other way;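 further: plate controls were no enzyme wells and a reference inhibitor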
Target sequence (P00352 whole entry, looked up): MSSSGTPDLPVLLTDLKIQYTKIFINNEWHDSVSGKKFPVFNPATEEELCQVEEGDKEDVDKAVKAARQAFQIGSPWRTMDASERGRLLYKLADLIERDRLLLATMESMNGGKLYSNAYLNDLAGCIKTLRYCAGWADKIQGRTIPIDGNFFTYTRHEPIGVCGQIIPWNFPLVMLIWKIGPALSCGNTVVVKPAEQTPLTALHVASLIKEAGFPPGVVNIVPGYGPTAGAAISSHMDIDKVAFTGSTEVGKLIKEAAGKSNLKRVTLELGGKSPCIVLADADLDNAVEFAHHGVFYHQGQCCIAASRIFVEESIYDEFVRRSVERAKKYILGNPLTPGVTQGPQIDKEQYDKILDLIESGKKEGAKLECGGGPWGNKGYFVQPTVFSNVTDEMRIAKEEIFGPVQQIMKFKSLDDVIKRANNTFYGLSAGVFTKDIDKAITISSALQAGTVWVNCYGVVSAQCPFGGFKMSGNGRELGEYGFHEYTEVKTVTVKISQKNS
GAA glycogen mod: qHTS Assay for Inhibitors and Activators of Human alpha-Glucosidase Cleavage of Glycogen; Lysosomal alpha-glucosidase (Homo sapiens), P10253; recombinant GAA, glycogen substrate, Amplex Red glucose oxidase fluorescence; Potency, µM (top dose mostly 76.4 µM), inactives show at the top dose activity change, negative = inhibition, actives largely listed as inhibitors; 0.38% of 300,000 active; AID 2100, 2009;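 further: 0% = full enzyme reaction and -100% = no-enzyme basal signal; the screen sought inhibitors and activators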
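Recombinant human alpha-glucosidase (4 nM final) hydrolysed bovine liver glycogen (30 ug) for 40 min at 37 C in pH 5.0 citrate/phosphate with 0.01% Tween-20. Released glucose detected by glucose oxidase/Amplex Red, Ex 573/Em 610 nm. Compounds up to 77 uM; AC50 from Hill fits.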
Tau fluor counter: Counterscreen qHTS for Inhibitors of Tau Fibril Formation, Fluorescence Polarization; tau K18 P301L Alexa594 fluorescence, heparin fibrillization; Potency, µM (doses to about 57.7 µM), for inactives: at the highest dose activity change, negative = decrease; 0.93% of 280,000 active; AID 1463, 2008; further: on the % scale 0 is the no-effect control and ±100 the full control effect; nearly all actives have a fitted effect of over 55% in size
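Human tau K18 P301L (15 uM unlabeled, 0.24 uM Alexa 594-labeled) in 100 mM sodium acetate pH 7 with 20 uM heparin, 6 hr at 37 C. ThT 30 uM added, 1 hr ambient; Alexa 594 FP and total fluorescence read at 555/632 nm.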
* marks the source's active call; other numbers are inactive results; ? = inconclusive; / = no result given; & = joins results of further samples; [ ] = remark or other dose. Unless noted, the call rests on the fitted dose curve; in most records, active means well fitted curve in the direction sought with a large enough effect; inconclusive means small, poorly fitted or top-dose-only effect, or another doubt; inactive means no such curve, though single readings can be large; an effect the other way counts as inactive or inconclusive. Potency means the concentration at half of the fitted maximal effect.

SMILES | GAA inh | Epigenetic derep | NPSR antagonist | aGlu spleen mod | aGal spleen mod | ALDH1A1 inh | GAA glycogen mod | Tau fluor counter
Cc1ccc(Cn2c(C)cc3c(c2=O)C(c2cccs2)C(C#N)=C(N)O3)cc1 (stereo unspecified) | -6% | -0.8% | -8%[46.1 µM] | -1% | 5% | 5% | 3% | 2%
O=C1C2CC=CCC2C(=O)N1c1n[nH]c(-c2ccccc2)n1 (stereo unspecified) | -1% | 3.9% | -15%[46.1 µM] | 2% | -1% | 6% | 0% | -4%
O=C(Nc1ccccc1)Nc1ccc(C(F)(F)F)cn1 | / | 0.1% | -5% | 2% | 2% | / | 6% | -10%
Cc1ccc(S(=O)(=O)Nc2ccc(NC(=O)c3ccc(F)cc3)cc2)cc1 | 4% | -3.7% | -15% | -1% | -5% | -7% | 6% | -14%
Cc1c(NC(=O)CSc2nnnn2-c2ccc(F)cc2)c(=O)n(-c2ccccc2)n1C | 1% | -4.6% | 11% | -15% | -2% | -3% | 8% | 6%
Cn1c(C(=O)OC(C(=O)NC2CCCCC2)c2ccncc2)cc2sccc21 (stereo unspecified) | 3% | -0.9% | ? | -3% | 4% | -5% | 2% | 4%
O=C(NCc1ccccc1)c1ccc2c(c1)C(=O)N(CC1CCCO1)C2=O (stereo unspecified) | 3% | 0.5% | -4%[46.1 µM] | -4% | 9% | 5µM* | 6% | -9%
COC(=O)c1ccccc1NC(=O)COC(=O)CSc1nnc(N)s1 | -5% | 1.5% | -1% | 4% | 0% | -7% | -30% | -2%
Cc1nnc(SCc2ccccc2)n1CC1CCCO1 (stereo unspecified) | 3% | -1.4% | -1%[46.1 µM] | 6% | 0% | -4% | 4% | -6%
CC(C)N(Cc1nc(-c2ccc(Cl)cc2)no1)C(=O)/C=C/c1ccccc1 | 3% | 0.0% | ? | -1% | 6% | ? | -6% | -23%
CS(=O)(=O)Nc1nnc(C2CCCC2)s1 | ? | 1.1% | -14% | 4% | 10% | -8% | -1% | -16%
COC(=O)C1=CNC=C(C(=O)OC)C1c1ccccc1Cl | ? | 1.0% | 6%[46.1 µM] | ? | ? | ? | 0% | -2%
C=CCn1c(SCn2nnc3ccccc3c2=O)nc2scc(-c3cccs3)c2c1=O | -1% | -0.2% | -4%[46.1 µM] | 1% | 7% | ? | -14% | 7%
COc1ccc(CCn2c(-c3ccco3)nc3nc4ccccc4nc32)cc1 | 8% | -1.0% | -28%[46.1 µM] | -2% | 7% | ? | -2% | 12%
COc1ccccc1/C=C/C(=O)OCC(=O)Nc1cc(C(F)(F)F)ccc1N1CCOCC1 | -6% | 0.9% | ? | 0% | 9% | -13% | -8% | -23%
CC1(C)CCC(C)(C)NC(=S)N1 | -4% | 2.3% | 14% | -1% | 6% | 3% | -2% | 2%
Cc1ccc(-n2cccc2/C=C2/NC(=O)N(CC(=O)Nc3cccc(C)c3)C2=O)cc1 | 3% | -3.2% | -3% | -7% | 2% | 2% | -5% | ?
O=c1[nH]cc(I)cc1I | -4% | 1.1% | -16% | 1% | 12% | 7% | -12% | 0%
Cc1cccc(N(C(=O)c2ccc(CN3CCOCC3)o2)C(C(=O)NC2CCCCC2)c2ccc(F)cc2)c1 (stereo unspecified) | -4% | -1.0% | 0% | 6% | 4% | 11% | 3% | 1%
CCOC(=O)c1cccc(NC(=O)C2(S(=O)(=O)c3ccc(C)cc3)CC2)c1 | -7% | -0.9%&1.5% | -2% | 1% | 10% | 2% | 6%[76.3 µM] | -23%&-13%
NC(=O)c1c(N)sc2c1CCCC2 | -4% | 0.9% | -25%[46.1 µM] | -11% | -6% | 13µM* | -12% | -25%
COc1ccc(N(CC(=O)Nc2ccc3c(c2)OCO3)S(=O)(=O)c2ccccc2)c(OC)c1 | -13% | -1.0% | -18%[46.1 µM] | -2% | -11% | -7% | -14% | -28%
O=[N+]([O-])c1ccc(OCCN2CCCCCC2)cc1 | 4% | -0.1% | 17% | 0% | 0% | ? | 20% | -4%
CCOc1ccc(Nc2nc(C)cc(C)c2C#N)cc1 | 2% | 0.1% | -12%[46.1 µM] | -6% | 0% | ? | -3% | -20%
Cc1nnc(NC(=O)CSc2nccn2-c2ccc(F)cc2)s1 | -1% | -3.7% | 11% | 2% | 1% | 7% | 2% | 4%
New compounds follow.
SMILES | GAA inh | Epigenetic derep | NPSR antagonist | aGlu spleen mod | aGal spleen mod | ALDH1A1 inh | GAA glycogen mod | Tau fluor counter
O=C(C1CCCO1)N1CCN(C(=S)Nc2ccccc2C(F)(F)F)CC1 (stereo unspecified) | 2% | -1.0% | 21% | -1% | -2% | -4% | 9% | -6%
N/N=c1\sc2ccccc2n1-c1ccccc1 | -3% | -0.9% | 4%[46.1 µM] | -7% | -11% | ? | 20µM* | -16%
CC1(C)Cc2c(cnn2-c2ccccc2)C(=O)/C1=N\NC(=O)c1ccccc1N | -12% | 2.8% | -8%[46.1 µM] | 5% | 12% | -2% | 12% | -17%
COC(c1ccccc1)c1nnc(CCC(=O)N2CCN(Cc3cccs3)CC2)o1 (stereo unspecified) | 5% | -2.1% | -13% | -2% | 3% | 9% | 10% | -6%
CC1CC1c1ccc(/C=C(\C#N)C(=O)Nc2ccc(Cl)cc2Cl)o1 (stereo unspecified) | -8% | 0.0% | -24% | -13% | 5% | -5% | -5% | -13%
O=S(=O)(Cc1ccccc1)Nn1cnnc1 | -4% | -1.1% | -2%[46.1 µM] | -2% | 5% | -1% | -3% | -7%
Cn1nc(-c2ccc(N3CCOCC3)c(NS(=O)(=O)c3ccccc3)c2)c2ccccc2c1=O | -10% | 6.5% | -8%[46.1 µM] | 10% | 11% | -7% | 5% | -18%
COc1ccc(-n2c(C)cc(/C=C3\SC(=S)NC3=O)c2C)cc1 | ? | 25µM* | 29% | 0% | -8% | ? | -2% | -27%
Clc1ccc(-c2nnc(-c3cccc4ccccc34)o2)cc1Cl | / | 0.0% | 0% | -5% | 0% | ? | 4% | -3%
CC(=O)c1sc(NC(=O)c2cc(=O)c3ccccc3o2)nc1C | -10% | 0.9% | -28% | -6% | -2% | -6% | 1% | -13%
CN1CCN(NC(=O)c2ccc(Br)s2)CC1 | / | -4.1% | -2% | 3% | 9% | / | 7% | -6%
O=C(CS(=O)(=O)c1cn(CC(=O)N2CCOCC2)c2ccccc12)Nc1ccccc1 | 4% | -3.3% | 19% | 8% | 2% | ? | 5% | -1%
O=C(Nc1cccc(S(=O)(=O)Nc2ccc(Cl)cc2)c1)c1ccc2c(c1)OCCO2 | 0% | -1.1% | -28% | 3% | -4% | 2% | 4% | ?
Nc1nnc(SCC(=O)Nc2cccc(S(N)(=O)=O)c2)s1 | 2% | -1.1% | 14% | -3% | -3% | 5% | 1% | -3%
Cc1ccc(S(=O)(=O)NCc2ccncc2)cc1C | -5% | 0.0% | -18% | -1% | 0% | -4% | -4% | -12%
CC(C)(C)c1cnnn1-c1ccc(NC(=O)c2ccc(Br)o2)cc1 | 9% | -2.1% | -14%[46.1 µM] | 3% | 1% | 0% | 3% | -16%
O=C(O)CCc1n[nH]c(=S)[nH]c1=O | 3% | 1.0% | 11% | -6% | -1% | ? | 5% | -5%
O=C(CN1C(=O)C2CC=CCC2C1=O)NCc1cccs1 (stereo unspecified) | -10% | 1.3% | 18% | 2% | -1% | 28µM* | -1% | -19%
Cc1cc(C)n2ncc(C(=O)Nc3ccc(Cl)c(Cl)c3)c2n1 | -3% | 1.1% | 15% | -5% | 9% | ? | -8% | -20%
CS(=O)(=O)N1CCC(C(=O)NCCc2ccccc2)CC1 | 4% | -2.3% | 6%[46.1 µM] | -5% | -4% | 6% | -5% | -9%
COc1ccc(S(=O)(=O)N2CCCN(CCC(=O)Nc3cccc(C(F)(F)F)c3)CC2)cc1 | -1% | 3.5% | ? | 8% | 4% | ? | -10% | -26%
CCOC(=O)C1CCCN(S(=O)(=O)c2cccc3cccnc23)C1 (stereo unspecified) | -5% | -0.2% | -7%[46.1 µM] | -6% | 2% | ? | 5% | 3%
CCC(C(=O)N1CCN(c2ccccc2OC)CC1)c1ccccc1 (stereo unspecified) | -5% | -6.9% | -8% | -3% | 1% | 40µM* | -7% | 22%
COc1ccc(NC(=O)CC2Oc3ccc(C)cc3NC2=O)cc1 (stereo unspecified) | -12% | 0.0% | 1%[46.1 µM] | 5% | 6% | -12% | -16% | -7%
COc1cc(C(=O)c2ccccc2)c([N+](=O)[O-])cc1OC | / | 0.0% | 1% | 2% | -8% | / | 2% | -11%
O=C(N/N=C/c1ccc[nH]1)c1ccc2c(c1)OCO2 | 8% | -0.1% | -2% | 4% | 3% | 5% | 0% | -8%
Cc1cc(C(=O)COC(=O)C2=NNC(=O)CC2)c(C)n1CCc1ccccc1 | 3% | -0.3% | -5% | 12% | 10% | ? | 5% | -7%
O=C(CSc1nc2ccccc2c(=O)n1NC(=O)Cc1ccccc1)NCCc1ccccc1 | 4% | -0.9% | -10%[46.1 µM] | -9% | -9% | 5% | 3% | -8%

A run of entries from further up:
SMILES | GAA inh | Epigenetic derep | NPSR antagonist | aGlu spleen mod | aGal spleen mod | ALDH1A1 inh | GAA glycogen mod | Tau fluor counter
COc1ccc(NC(=O)CC2Oc3ccc(C)cc3NC2=O)cc1 (stereo unspecified) | -12% | 0.0% | 1%[46.1 µM] | 5% | 6% | -12% | -16% | -7%
COc1cc(C(=O)c2ccccc2)c([N+](=O)[O-])cc1OC | / | 0.0% | 1% | 2% | -8% | / | 2% | -11%
O=C(N/N=C/c1ccc[nH]1)c1ccc2c(c1)OCO2 | 8% | -0.1% | -2% | 4% | 3% | 5% | 0% | -8%
Cc1cc(C(=O)COC(=O)C2=NNC(=O)CC2)c(C)n1CCc1ccccc1 | 3% | -0.3% | -5% | 12% | 10% | ? | 5% | -7%
O=C(CSc1nc2ccccc2c(=O)n1NC(=O)Cc1ccccc1)NCCc1ccccc1 | 4% | -0.9% | -10%[46.1 µM] | -9% | -9% | 5% | 3% | -8%

Screening results as filed in PubChem.

Not all compounds are listed; rates above refer to the full screens.
